Compound activity: PubChem BioAssay, National Center for Advancing Translational Sciences (NCATS)
Giardia FBPA inh – Giardia lamblia aldolase inhibition | Potency, µM (titrated, usually from 59.6 µM), for the others: at the top dose activity, negative = inhibition, hits mostly inhibitors | purified Giardia FBPA | A8B2U2 | 290,000 tested, 0.71% active | AID 2451; also: potency is read from the fitted curve at half-maximal effect; nearly all actives have a fitted effect of over 55% in size
Target sequence (A8B2U2 whole entry, looked up): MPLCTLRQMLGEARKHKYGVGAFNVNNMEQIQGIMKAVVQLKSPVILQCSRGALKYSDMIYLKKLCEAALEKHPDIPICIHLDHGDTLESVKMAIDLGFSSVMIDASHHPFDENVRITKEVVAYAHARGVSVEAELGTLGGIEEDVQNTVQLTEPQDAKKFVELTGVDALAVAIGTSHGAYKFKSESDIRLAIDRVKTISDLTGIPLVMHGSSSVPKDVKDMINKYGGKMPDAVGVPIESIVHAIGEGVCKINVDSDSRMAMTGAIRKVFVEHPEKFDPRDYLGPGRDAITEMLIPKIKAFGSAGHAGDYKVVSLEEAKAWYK
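40 nM FBPA preincubated 10 min at RT with compound (up to 57.5 uM final), then substrate plus GAPDH/TPI/NAD/arsenate coupling and diaphorase/resazurin added. Fluorescence read after 20 min at RT, 525/598 nm.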
HCMV inh – blocks human cytomegalovirus replication | 410,000 tested, 4.5% active | AID 1259415 | activity change, negative = inhibition, % at 57.5 µM | HFF cells, HCMV-luciferase reporter, 72 h; stronger effect = lower value; in the data active = activity change below about -60%; inconclusive = no clear call, values can overlap the other calls; inactive = above about -39%
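Screen run at 2 compound doses on HFFs infected with reporter HCMV, MOI 1 PFU/cell. Luciferase activity from cell lysates at 72 h post infection gave inhibition relative to buffer-only and Salinomycin wells.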
HCV inhibitor – inhibitors of hepatitis C virus infection; Huh7.5.1 HCVcc-Cre infection, luciferase reporter, 44 h; Potency, µM (top dose mostly 41.8 µM), for the others: at the highest dose activity change, negative = inhibition, usual class: inhibitors; 340,000 tested, 3.4% active; AID 651820; also: potency is read from the fitted curve at half-maximal effect
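HCVcc-Cre virus at an moi near 0.5 was added right after compound to cells cultured 4 h from seeding (1,000 cells/well). Luciferase activity was determined 44 h later, 15 min after substrate addition at RT.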
AmpC no deterg – AmpC beta-lactamase inhibition without detergent; P00811; AmpC nitrocefin hydrolysis, absorbance 480 nm, 0.0001% Triton; Potency, µM (top dose mostly 57.1 µM), for inactives: top-dose activity change, negative = inhibition, hits mostly inhibitors; 330,000 tested, 0.52% active;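 also: potency is read from the fitted curve at half-maximal effect; plate controls were no compound for no effect and no enzyme for full effect; nearly all actives have a fitted effect of over 20% in size; some results filed as inactive show a strong effect at the top dose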
Target sequence (P00811 whole entry, looked up): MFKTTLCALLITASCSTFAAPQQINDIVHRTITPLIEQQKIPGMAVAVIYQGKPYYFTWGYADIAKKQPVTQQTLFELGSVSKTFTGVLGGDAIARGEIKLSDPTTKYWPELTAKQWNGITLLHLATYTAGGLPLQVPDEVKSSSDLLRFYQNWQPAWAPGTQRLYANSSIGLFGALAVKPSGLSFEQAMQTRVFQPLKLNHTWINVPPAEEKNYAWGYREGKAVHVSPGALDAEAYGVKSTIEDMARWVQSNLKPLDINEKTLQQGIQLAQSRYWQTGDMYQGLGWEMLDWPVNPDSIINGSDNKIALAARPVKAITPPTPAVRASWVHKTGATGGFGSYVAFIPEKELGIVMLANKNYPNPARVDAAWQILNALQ
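20 mM phosphate pH 7.0 + 0.01% (detergent screen) or 0.0001% Triton X-100; 5.3 nM AmpC reagent; cpd preinc 15 min RT; nitrocefin (800 uM stock) to start; A480 q20 s × 4 min; Activity was normalised to no-enzyme and no-compound control wells.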
AmpC detergent – blocks E. coli AmpC beta-lactamase in detergent assay. AmpC hydrolysis of nitrocefin, absorbance 480 nm, 0.01% Triton. Potency, µM (series often up to 114 µM), inactives show at the top dose activity change, negative = inhibition, most hits filed as inhibitors. 370,000 tested, 0.041% active. AID 485294;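 also: potency is read from the fitted curve at half-maximal effect; 0% = no-compound wells and -100% = no-enzyme wells; nearly all actives have a fitted effect of over 25% in size; some results filed as inactive show a strong effect at the top dose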
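20 mM phosphate pH 7.0 + 0.01% (detergent screen) or 0.0001% Triton X-100; 5.3 nM AmpC reagent; cpd preinc 15 min RT; nitrocefin (800 uM stock) to start; A480 q20 s × 4 min; Activity was normalised to no-enzyme and no-compound control wells.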
Sm TGR inh – S. mansoni TGR enzyme inhibition | AID 485364 | 360,000 tested, 3% active | Q962Y6 | Potency, µM (titrated, usually from 114 µM), for the others: at the top dose activity change, negative = inhibition, hits mostly inhibitors | purified TGR, DTNB reduction, TNB absorbance 405 nm; also: potency is read from the fitted curve at half-maximal effect; nearly all actives have a fitted effect of over 60% in size
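First, TGR (20 nM dispensed) and NADPH were mixed with compound. Second, a 15 min room-temperature incubation followed. Third, further NADPH and then DTNB were added to start the reaction. Finally, TNB absorbance was monitored kinetically.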
* hit, by the source's call; u = inconclusive; x = no result given; & = joins results of further samples; [ ] = remark or other dose. Unless noted, calls follow the shape of the dose curve; as a rule, active = well fitted curve in the direction sought with a large enough effect; inconclusive = small, poorly fitted or top-dose-only effect, or another doubt; inactive = no such curve, though single readings can be large; an effect the other way counts as inactive or inconclusive. Unless noted, % is scaled to controls: 0 for no effect and ±100 for the full control effect.

SMILES	Giardia FBPA inh	HCMV inh	HCV inhibitor	AmpC no deterg	AmpC detergent	Sm TGR inh
Cc1ccc(NC2CCCN(C(=O)c3ccc(C)c(N4CCNC4=O)c3)C2)cc1C (configuration not stated)	x	x	-19%	100%[activator]	3%	-24%
CCOC(=O)C1CCN(C(=O)C2CCN(S(=O)(=O)c3cccc4nsnc34)CC2)CC1	x	14	6%	2%	-1%	-16%
CCCn1c(=N)c(C(=O)NC2CCCC2)cc2c(=O)n3cccc(C)c3nc21	7%	-13&-23	-28%	-15%	3%&-12%	-11%&1%
COc1ccc2ccccc2c1/C=N/NC(=S)Nc1cc(S(=O)(=O)N2CCOCC2)ccc1N1CCOCC1	8%	-34	u	-9%	-3%	-1%
Cc1cccc(-c2nc(CC(=O)Nc3cccc(S(=O)(=O)NC4=NCCC4)c3)cs2)c1	x	-28	3%	0%	-16%	-11%
CCN=C1S/C(=C\c2ccc(OC)c(OCC)c2)C(=O)N1CC	-2%	x	-21%	-15%	-2%	2%
CN(C1CCCCC1)S(=O)(=O)c1cc2c(cc1Cl)NC(=O)CO2	x	-11	9%	-50%	-2%	-20%
CCc1c(C)c2cc(Cl)c(O)c(CN(CC)CC)c2oc1=O	-17%	42	2%	-14%	3%	u
CCOc1ccc(OCC(=O)c2c(O)c3ccccc3oc2=O)cc1	u	-24	-12%	-58%	-8%	18µM*
Cc1ccc(C(=O)N/C(=C\c2ccco2)C(=O)NCCCn2ccnc2)cc1	5%	-34	6%	-20%	-8%	1%
COc1ccc(OC(C)C(=O)Nc2ccccc2F)cc1 (configuration not stated)	-3%	u	-2%	-23%	-9%	6%
O=C(NCC(c1ccco1)N1CCc2ccccc21)C(=O)Nc1ccccc1F (configuration not stated)	x	u	u	-25%	-22%	4%
CCN(CC)c1nc(C)nc2c1cnn2CCc1ccccc1	-4%	12	u	-6%	u	34%
CN(C)S(=O)(=O)c1cccc(NC(=O)c2cccc(S(=O)(=O)N3CCCCCC3)c2)c1	x	-61*	7.9µM*	-23%	0%	0%
CC(C)CN(CCNC(=O)c1cc(-c2cccs2)nc2ccccc12)CC(C)C	x	-10	x	x	u	-3%

Retrieved by structure from the list above, 3 records:
SMILES	Giardia FBPA inh	HCMV inh	HCV inhibitor	AmpC no deterg	AmpC detergent	Sm TGR inh
O=C(NCC(c1ccco1)N1CCc2ccccc21)C(=O)Nc1ccccc1F (configuration not stated)	x	u	u	-25%	-22%	4%
CCOc1ccc(OCC(=O)c2c(O)c3ccccc3oc2=O)cc1	u	-24	-12%	-58%	-8%	18µM*
CCN(CC)c1nc(C)nc2c1cnn2CCc1ccccc1	-4%	12	u	-6%	u	34%

More results follow.
SMILES	Giardia FBPA inh	HCMV inh	HCV inhibitor	AmpC no deterg	AmpC detergent	Sm TGR inh
O=C(NC(C(=O)N/N=C/c1c2ccccc2cc2ccccc12)c1n[nH]c(=O)c2ccccc12)c1ccccc1 (configuration not stated)	-4%	49	2.5µM*	-16%	-3%	-6%
Cc1ccc(-c2cc(-c3ccccc3)c(C#N)c(N)n2)o1	u	u	u	-23%	-1%	3.5µM*
FC(F)(F)C12CC(c3ccccc3)=NCCN1CCN2 (configuration not stated)	6%	-5	8%	-5%	-9%	0%
CCOC(=O)C1CCN(C(=O)C2CCN(C3=NS(=O)(=O)C(c4ccc(C)cc4)=C3CC)CC2)CC1	x	-1	x	x	24%	1%
Nn1c(SCC(=O)Nc2ccc3c(c2)OCO3)nnc1C1CC1	-6%	31	14%	-15%	-11%	-9%
CCCc1cc(NCc2ccccn2)n2c(nc3ccccc32)c1C#N	2%	19	13µM*	-25%	4%	-2%
CCOc1ccc(NC(=O)C(Cc2ccccc2)N2C(=O)c3cccc4cccc(c34)C2=O)cc1 (configuration not stated)	1%	-99*	u	-10%	-4%	1%
CC(C)NC(=S)Nc1cccc2cnccc12	u	20	13%	-21%	-2%	u
CCOc1ccc(-n2c(SCC(=O)N3CCC(C(=O)O)CC3)nc3ccccc3c2=O)cc1	-10%	-23	-5%	-17%	-8%	0%
CC1=C(c2ccc(C)c(C)c2)S(=O)(=O)N=C1N1CCC(C(=O)N2CCCCC2)CC1	x	9	x	x	-5%	-12%
N#Cc1nc(COc2ccccc2Cl)oc1NCc1cccnc1	8%	-16	15%	84%[activator]	1%	7.1µM*
CC(=O)c1ccc(NC(=O)c2noc3c2CCc2ccccc2-3)cc1	x	32	x	x	19%	2%
CC(=O)c1cccc(NC(=O)c2sc(-n3nc(C)c(CCC(C)C)c3C)nc2C)c1	x	-25	x	x	-1%	0%
CC(=O)c1ccc(S(=O)(=O)N(C)CC(=O)Nc2cc(C)on2)cc1	x	-3	32%[activator]	-10%	u	-4%
COc1ccc(OC)c(C(=O)NC2CCSc3ccccc32)c1 (configuration not stated)	26%	30	-10%	2%	2%	-1%
CN(C(=O)CCc1nc(-c2ccccc2F)no1)c1ccccc1	1%	6	-2%	0%	0%	17%
O=C(COc1ccccc1-c1nc(-c2ccccc2)no1)Nc1ccc([N+](=O)[O-])cc1	x	13	x	x	-12%	-14%
COc1ccc(N(CC(=O)NCCC2=CCCCC2)S(C)(=O)=O)cc1	-17%	-10	11%	115%[activator]	1%	14%
CC(C)Oc1ccc(CNC(=O)c2ccc3nc(C(C)C)oc3c2)cc1	x	9	x	x	16%	0%
Cc1cccc(C)c1NC(=O)C(=O)NCCCN1CCOCC1	6%	-23	1%	-16%	7%	4%
COc1ccc(C(=O)N2CCN=C2SCc2cccnc2)c(OC)c1	-1%	-22	-13%	-4%	-13%	-27%
CC(=O)N1CCN(CC(=O)Nc2c(Cl)cccc2Cl)CC1	u	7	10%	-15%	-8%	1%
CCN(CC(=O)Nc1ccc(NC(C)=O)cc1)C(=O)/C=C/c1c(C)nn(-c2ccc(F)cc2)c1Cl	x	-18	u	163%[activator]	-13%	1%
NC(=Nc1ccc(Br)cc1)c1ccccc1	6%	15	-7%	-16%	-14%	0%
Cc1cc(Nc2ccc(C)c(C)c2)n2nc(C)nc2n1	3%	-1	8%	-94%	u	2%
CSc1cccc(NC(=O)Cn2nc(C)c3sc4ccccc4c3c2=O)c1	x	21	x	x	26%	-4%
Cc1cc(NC(=O)C2CCCCC2C(=O)O)ccc1NC(=O)c1ccccc1 (configuration not stated)	x	29	2%	-4%	1%	0%
Cc1ccccc1-c1nc(CS(=O)CC(=O)NCc2ccc3c(c2)OCO3)c(C)o1 (configuration not stated)	x	-19	0%	21%	0%	u
Cc1ccc(C(=O)N/N=C\c2ccccn2)cn1	7.9µM*	-28	30%[activator]	-7%	4%	3%
O=C(CCNC(=O)C1CCN(S(=O)(=O)c2ccccc2)CC1)NCc1ccc(Cl)c(Cl)c1	x	u	2%	223%[activator]	-12%	-27%

Continued; it opens with the 2 that closed the last part.
SMILES	Giardia FBPA inh	HCMV inh	HCV inhibitor	AmpC no deterg	AmpC detergent	Sm TGR inh
Cc1ccc(C(=O)N/N=C\c2ccccn2)cn1	7.9µM*	-28	30%[activator]	-7%	4%	3%
O=C(CCNC(=O)C1CCN(S(=O)(=O)c2ccccc2)CC1)NCc1ccc(Cl)c(Cl)c1	x	u	2%	223%[activator]	-12%	-27%
COc1ccc(N(CC(=O)N/N=C(\C)c2ccccc2)S(=O)(=O)c2ccccc2)cc1	-4%	-2	16%	-12%	-5%	7%
Cc1ccccc1NC(=S)NCC1CCN(C(C)c2ccccc2)C1 (configuration not stated)	-7%	u	-6%	-43%	u	-29%
CN(C)C(CNC(=O)c1cccc(S(=O)(=O)Nc2ccc(Br)cc2)c1)c1ccco1 (configuration not stated)	x	-20	10%	-6%	u	35µM*
C=CCn1c(=N)c(C(=O)OCC)cc2c(=O)n3cc(C)ccc3nc21	-2%	x	x	-3%	u	-13%
O=C(O)c1cnn(-c2nc(-c3ccc(Cl)c(Cl)c3)cs2)c1C(F)(F)F	16%	-6	12%	-21%	-4%	2%
NCc1cc2c3c(c1)CCCN3CCC2	u	0	6%	-6%	-8%	u
COc1ccc(CNC(=O)CCc2cc(OC)c(OC)c(OC)c2)cc1	4%	8	9%	-13%	-18%	8%
CC(C)CCn1c(O)c(N=Nc2ccccn2)c2ccccc21	-10%	-12	u	-10%	-9%	-1%
O=C(CN1C(=O)NC2(CCCCC2)C1=O)N1CCN(S(=O)(=O)/C=C/c2ccccc2)CC1	x	0	24%	47%	u	-2%
CCOc1c(Br)cc(C(N)=O)cc1OC	2%	53	-19%	-7%	-1%	-1%
COc1ccccc1C(CNC(=O)C1CCN(C(=O)Nc2ccccc2)CC1)N1CCCC1 (configuration not stated)	x	-26	-6%	-21%	0%	-2%
O=C(Nc1ccc(F)cc1)c1cc2cc(Cl)ccc2[nH]1	6%	-11	-29%	-22%	-7%	-7%
Cc1ccc(C(=O)N2CCN(c3cccc(C)c3C)CC2)o1	0%	-8	1%	19%	2%	-19%
COCCc1nn2c(=O)cc(COC(=O)c3ccc4c(c3)OCO4)nc2s1	x	-13	x	x	12%	-2%
Cc1c(-n2c(SCC(=O)O)nnc2-c2ccccc2Cl)c(=O)n(-c2ccccc2)n1C	-11%	5	-2%	-24%	1%	-6%
COc1ccc(NS(=O)(=O)c2ccc(N3CCCC3)c(NC(=S)Nc3cccc(S(=O)(=O)N(C)C)c3)c2)cc1	3%	x	-24%	-21%	-8%	3%
COc1ccccc1N1C(=O)c2cccc3c(Cl)ccc(c23)C1=O	-1%	-82*	u	1%	-8%	-11%
O=C(Nc1ccc(C(=O)OCc2cc(=O)n3nc(C4CC4)sc3n2)cc1)c1ccccc1	x	6	x	x	0%	3%
COc1ccc(-n2nc(C(=O)N3CCCC(C)C3)c3c4ccccc4n(C)c3c2=O)cc1Cl (configuration not stated)	x	-28	x	x	-4%	-1%
COc1cc(OC)c(NC(C)C(=O)N2CCCC2)cc1Cl (configuration not stated)	-12%	0	18%	0%	2%	-21%
CCc1ccc(C(=O)NNC(=O)[C@H](C)NC(=O)c2ccco2)cc1	x	u	10%	-11%	x	x
O=C(c1cccs1)N1CCN=C1SCc1ccccc1F	0%	-8	-19%	-22%	3%	-1%
CCOc1ccc(C2CC(c3cccc(C)c3)n3ncnc3N2)cc1 (configuration not stated)	3%	-26	-5%	50%	u	1%
Cc1ccccc1NC(=O)c1ccc(F)c(S(=O)(=O)NCC2CCCO2)c1 (configuration not stated)	-1%	28	-12%	-8%	-11%	u
CCCCN(Cc1cccs1)S(=O)(=O)c1cc(-c2cc(C)no2)ccc1C	x	u	x	x	-8%	-3%
COCCNCCCOc1ccc(C(C)(C)c2ccccc2)cc1	-28%	-22	u	20%	-1%	-9%
COC(=O)c1ccc(OCC(=O)Nc2ccccc2C(=O)NC2CC2)cc1	x	34	-5%	-22%	-5%	-3%
CCN(CC)C(=S)NC(=O)Cc1ccccc1	-15%	-20	22%	-13%	-2%	6%[57.1 µM]
CCC1(CC)C(=O)NC(=O)NC1=Nc1cccc(OC)c1	4%	52	9%	-13%	-12%	2%
C[C@]12CCC(=O)C=C1CCC1C2CC[C@@]2(C)C1CC[C@]2(C)O (some centres not stated)	x	-21	2%	-12%	x	x
